Source: PubChem
GSK3beta inhib: human GSK3beta kinase inhibitors, primary screen, biochemical, cell-free homogeneous, HTS. GST-GSK3beta kinase, ADP-Glo luminescence, 60 min; stronger effect = lower value. 0.038% of 300,000 active. Glycogen synthase kinase-3 beta (Homo sapiens), P49841. activity score (negative = inhibition), % at 10 µM. AID 2097, 2009;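 active = more than half of replicate wells score below -50%, meaning over 50% inhibition versus plate controls; inconclusive = some replicates but at most half score below -50%; inactive = no replicate scores below -50%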;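 note: 0% = median DMSO wells and -100% = median GW8510 positive control wells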
Target sequence (P49841 whole entry, looked up): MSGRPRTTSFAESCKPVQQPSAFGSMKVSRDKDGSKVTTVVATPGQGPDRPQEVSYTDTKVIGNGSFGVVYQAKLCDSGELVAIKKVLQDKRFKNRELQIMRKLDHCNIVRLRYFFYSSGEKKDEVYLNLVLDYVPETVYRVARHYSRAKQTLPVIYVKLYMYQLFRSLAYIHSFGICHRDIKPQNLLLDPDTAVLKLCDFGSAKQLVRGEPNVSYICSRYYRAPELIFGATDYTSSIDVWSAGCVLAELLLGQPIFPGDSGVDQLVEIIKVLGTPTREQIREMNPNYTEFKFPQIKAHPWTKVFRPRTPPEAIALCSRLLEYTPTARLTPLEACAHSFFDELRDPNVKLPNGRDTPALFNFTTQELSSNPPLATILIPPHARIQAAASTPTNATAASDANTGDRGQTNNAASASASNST
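Test system – GST-tagged human GSK3beta kinase, cell-free · Incubation – 60 min enzyme reaction, room temperature · Signal – ADP-Glo luminescence · Also added – peptide substrate and ATP at 25 µM · Controls – DMSO neutral wells and GW8510 at 20 µM as positive · Buffer or medium – Tris/MgCl2 kinase buffer · Measure – Luminescence-derived activity versus plate DMSO and GW8510 wells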
IEC-6 tox: cytotoxicity in IEC-6 intestinal epithelial cells, primary screen, cytotoxicity control for KLF5 inhibitor project, cell-based, luminescence | 0.78% of 290,000 active | IEC-6 cytotoxicity, luminescence viability | inhibition, % at 5 µM; in the data active = inhibition above about 22%;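 note: 0% = plate median of test compound wells and 100% = cytotoxic reference compound wells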
GSK3 alpha inh: blockers of GSK3A enzyme activity – biochemical, luminescence, cell-free homogeneous, HTS, primary screen; Glycogen synthase kinase-3 alpha (Homo sapiens), P49840; GSK-3 alpha kinase, ADP-Glo luminescence, 60 min; inhibition, % at 10 µM; 0.1% of 320,000 active;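 in the data active = inhibition above about 50%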;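 note: GST-tagged GSK-3 alpha with peptide substrate and 25 µM ATP; 0% = DMSO neutral wells and 100% = GW8510 positive control wells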
Target sequence (P49840 whole entry, looked up): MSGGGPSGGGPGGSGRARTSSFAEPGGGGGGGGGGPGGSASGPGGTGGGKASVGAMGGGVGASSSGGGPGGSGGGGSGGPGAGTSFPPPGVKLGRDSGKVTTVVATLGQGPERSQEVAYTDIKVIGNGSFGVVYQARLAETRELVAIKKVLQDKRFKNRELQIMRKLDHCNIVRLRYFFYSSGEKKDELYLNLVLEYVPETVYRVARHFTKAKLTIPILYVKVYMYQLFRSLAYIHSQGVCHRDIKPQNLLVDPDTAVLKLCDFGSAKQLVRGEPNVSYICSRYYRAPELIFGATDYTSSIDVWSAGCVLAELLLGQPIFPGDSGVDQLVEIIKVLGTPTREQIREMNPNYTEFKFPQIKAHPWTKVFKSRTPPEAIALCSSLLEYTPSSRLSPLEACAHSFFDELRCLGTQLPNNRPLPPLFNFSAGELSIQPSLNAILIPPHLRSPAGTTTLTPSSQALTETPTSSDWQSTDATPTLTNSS
HSP90 refold inh: HSP90 inhibitors, primary screen, cell lysate, luminescence. Heat shock protein HSP 90 (rabbit reticulocyte lysate; luciferase refolding). Rabbit reticulocyte lysate, luciferase refolding luminescence, 3 h. inhibition, % at 5.6 µM. 0.91% of 290,000 active. AID 1789, 2009;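 active = inhibition above the screen-wide mean plus 3 SD, computed separately per campaign, cut at about 16% in these data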;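 note: 0% = DMSO wells and 100% = 60 µM geldanamycin wells; inhibitors lower the luminescence because luciferase stays unfolded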
KLF5 inhibitor: KLF5 expression inhibitors, primary screen, DLD-1 cells, luminescence | AID 1700, 2009 | inhibition, % at 5 µM | DLD-1 KLF5 promoter-luciferase reporter | 0.23% of 290,000 active;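 active = inhibition above a per-plate limit of that plate's mean compound inhibition plus 3 SD, cut at about 60% in these data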;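 note: 0% = DMSO wells and 100% = LY294002 at 200 µM; higher means less KLF5 promoter-driven luciferase light; inactives centre near -14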
HSF1 activator: HSF-1 activators, primary screen, NIH3T3-HGL cells, MG132 stress, luminescence, single point; AID 504408, 2011; NIH3T3-HGL HSF-1 luciferase reporter, 8 h; 100% = twice DMSO control signal; 1.7% of 300,000 active; activation, % at 9 µM;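 active = mean replicate activation of at least 50% with a set share of replicates each reaching 50%; inconclusive = only one of those two conditions met; inactive = mean below 50% and too few replicates reaching it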;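 note: 0% = median of the neutral control wells and 100% = twice that signal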
aSyn 5UTR inh: MLPCN primary screen, SNCA 5' untranslated region | alpha-synuclein 5'UTR reporter, inhibitor activity | inhibition, % (tested at 7.5 µM) | 0.82% of 300,000 active | AID 1813, 2009; in the data active = inhibition above about 60%; inconclusive = no clear call, values can overlap the other calls;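 note: H4 neuroglioblastoma cells stably carrying SNCA 5'UTR luciferase fusion; 0% = DMSO wells and 100% = positive control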
HSF1 inh: HSF1 inhibitors in luciferase reporter cells, primary screen, cell-based, NIH3T3, luminescence | NIH3T3-HGL HSE-luciferase, MG132-induced, luminescence 8 h; stronger effect = lower value | activity change, negative = inhibition, % at 7.5 µM (by protocol) | 0.77% of 300,000 active;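 active = more than half of replicate wells show activity change below -50%, luminescence cut by over half; inconclusive = some wells, but at most half, below -50%; inactive = no replicate well below -50%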;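 note: luciferase reports HSF-1 transcriptional activity via heat shock element; 0% = median of DMSO wells and -100% = zero luminescence signal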
PolyA inhibitor: polyadenylation inhibitors in yeast reporter cells, primary screen, luminescence, S. cerevisiae; 0.02% of 300,000 active; S. cerevisiae SKY197-pL101 polyadenylation reporter, beta-gal luminescence; efflux-impaired pdr1/pdr3 knockout yeast; score 100 = 6 SD above DMSO; AID 1875, 2009; calls only at 12 µM;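 active = lowest replicate activity score at least 50, where 100 means six control SD above control mean; inconclusive = lowest score under 50 but half or more replicates reach 50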;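 note: yeast exposed to compound for 9 h at 30 °C; higher score means more reporter readthrough which indicates perturbed polyadenylation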
AI-2 QS modul: Vibrio harveyi AI-2 quorum sensing modulators, primary screen, JMH597 strain, luminescence/OD600 ratio; Vibrio harveyi JMH597 AI-2 luminescence/OD600 ratio, 9 h; stronger effect = lower value; strain lacks LuxN and CqsS sensors; 0 = neutral-control median; activity change, % at 7.5 µM; 0.4% of 300,000 active; AID 2094, 2009; in the data active = activity change below about -75%, passing the limit was not always enough; inconclusive = no clear call, values can overlap the other calls;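 note: luminescence divided by OD600 gain over 9 h not by final OD600 alone; inactives centre near 13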
Numbers without * were called inactive; i = inactive; u = inconclusive; x = not tested or not shown. A portion of the library; the hit share may differ from the screen's.

structure,GSK3beta inhib,IEC-6 tox,GSK3 alpha inh,HSP90 refold inh,KLF5 inhibitor,HSF1 activator,aSyn 5UTR inh,HSF1 inh,PolyA inhibitor,AI-2 QS modul
COc1ccc(OCC(O)CNC(=O)/C=C/c2cccc([N+](=O)[O-])c2)cc1 (stereo unspecified),2,3,0,0,6,-7,3,-5,i,31
COc1cc(C2N(C)CCC3(OCCO3)C2(C)C)cc(OC)c1OC (stereo unspecified),1,-2,-1,8,-63,0,20,-3,i,6
COc1ccc(NC(=O)CC2CCCC2)cc1OC,1,-7,0,-3,-22,7,-15,1,i,21
COCc1nnc(NC(=O)c2ccc(S(=O)(=O)N3CCCC3)cc2)o1,0,-2,0,5,-32,1,2,-3,i,11
Cc1ccc(S(=O)(=O)N2CCN(C(=O)CCN3C(=O)c4ccccc4C3=O)CC2)cc1C,-2,-3,-5,-6,-30,11,16,-5,i,35
CCCCn1c(N)c(N(CCOC)C(=O)c2ccc(-c3ccc([N+](=O)[O-])cc3)o2)c(=O)[nH]c1=O,-1,2,5,-1,-24,-1,-6,-3,i,29
O=C(O)CCCC(=O)OCCCCc1cccs1,3,0,-2,-2,6,2,-14,3,i,24
O=C(COc1ccccc1)NCC1(N2CCCCC2)CCCCC1,1,0,0,7,-16,-12,16,-6,i,10
Cc1ccc2nc(N3CCN(S(=O)(=O)c4ccc5c(c4)OCCO5)CC3)c(C#N)cc2c1,1,1,-1,4,-41,16,3,-4,i,20
O=C(Oc1coc(CSc2nnc(NC(=O)c3cccs3)s2)cc1=O)c1ccccc1,1,4,-2,0,-16,14,-13,3,i,16
COc1ccc(C(=O)Nc2cccc(-c3ccc(N4CCOCC4)nn3)c2)cc1OC,1,x,-2,x,x,6,-70,9,i,10
c1ccc(-c2cc(-c3ccccc3)n3ncnc3n2)cc1,3,2,0,1,0,4,-31,6,i,20
Cc1ccc2nc(NCc3ccc(F)cc3)c3nncn3c2c1,0,3,0,-5,-7,31,40,12,i,24
CCOC(=O)CC(NC(=O)c1cc2cccc(OC)c2oc1=O)c1cccc([N+](=O)[O-])c1 (stereo unspecified),1,9,0,-1,-6,10,23,7,i,21
Cc1cc2ccccn2c1C(=O)Nc1ccc(Cl)cc1,0,9,-2,-5,-6,24,-117,6,i,15
O=C(c1ccccc1-c1ncc[nH]1)N1CCc2c([nH]c3ccccc23)C1c1ccccn1 (stereo unspecified),0,0,-1,-1,-4,5,0,0,i,28
Cc1ccc2[nH]c(C(=O)N3CCCCC3)cc2c1,1,5,-2,-1,-67,31,-98,5,i,19
CCOC(=O)C1=C(N)Oc2cc(O)ccc2C1c1cccnc1 (stereo unspecified),-5,-2,2,3,-1,16,-25,2,i,15
O=C(/C=C/c1ccccc1)Oc1ccccc1C(=S)N1CCOCC1,0,1,1,4,-5,11,-23,15,i,7
CC(=O)NC1CCCN(O)C(=O)/C=C(\C)CCOC(=O)C(NC(C)=O)CCCN(O)C(=O)/C=C(\C)CCOC(=O)C(NC(C)=O)CCCN(O)C(=O)/C=C(\C)CCOC1=O (stereo unspecified),-1,0,-2,-2,-16,0,0,-5,i,-33
Cc1ccc(N=Cc2cc3c(cc2O)OC(N)=C(C#N)C3c2ccccc2)cc1 (stereo unspecified),-1,-2,2,-1,-16,16,-34,-5,i,24
Cc1cc(NC(=O)c2ccccc2F)n(-c2nc3ccccc3[nH]2)n1,-5,-7,0,-1,-10,41,14,-1,i,7
COc1cc(C(=O)NC(C)c2cnn(-c3ccccc3C)c2C)cc(OC)c1OC (stereo unspecified),1,-2,-1,0,-16,12,-3,4,i,15
CCCCCCCCSc1nnc(/N=C/N(C)C)s1,8,-5,-2,5,-19,-8,-12,-6,i,36
Cc1ccc(Cn2c(C)nc3ccc([N+](=O)[O-])cc3c2=O)cc1,-2,-3,-4,0,-29,1,6,8,i,15
Cc1nccn1CCCNC(=O)c1nc(Cn2cc([N+](=O)[O-])cn2)no1,x,1,-1,-4,-16,4,7,-1,i,x
Cc1cc(C)c2c(NC(=S)NC(=O)c3ccccc3)nn(C)c2n1,3,5,-2,4,18,-4,10,2,i,13
CCn1nnnc1NC(=O)c1cccc(OC)c1,x,-1,-1,5,-11,17,-52,10,i,x
Cc1ccc(S(=O)(=O)N2CCN(CC(=O)N/N=C/c3ccc(C)o3)CC2)cc1,-2,-5,9,-2,-8,9,-39,-2,i,32
CCn1c(CNc2ccccc2Cl)nnc1SCC(=O)OC1CCCCC1,4,0,-1,0,15,16,18,6,i,10
Cc1ccc2nc(SCCC(=O)O)cc(C)c2c1,1,0,x,2,-22,13,3,1,i,21
Cc1cc(C)cc(Oc2nc(-c3ccccc3)cc(C)c2S(C)(=O)=O)c1,-3,-5,-5,0,-7,6,-1,-6,i,20
Cc1cc(C)c2cc(C(=O)Nc3ccc(C)c(F)c3)[nH]c2c1,-3,3,0,-1,-40,2,-1,2,i,19
FC(F)(F)c1cc(-c2ccco2)nc(NCc2cccnc2)n1,-4,-7,1,-2,-16,1,10,-1,i,-10
COc1ccc(NS(=O)(=O)c2cn(C)cn2)c(OC)c1,-2,1,0,-2,-20,-5,9,0,i,4
COC(=O)c1ccc(CSc2nnc(-c3ccccc3)n2C)o1,1,-6,2,-2,-27,15,1,7,i,18
Cc1ccc2cc(C(c3nnnn3C3CCCC3)N(Cc3ccco3)Cc3cccs3)c(=O)[nH]c2c1 (stereo unspecified),1,-2,-3,4,-21,u,23,15,i,10
O=C(CCN1C(=O)/C(=C/c2ccccc2Cl)SC1=S)NCCc1ccc(O)cc1,1,9,7,5,-10,-16,-20,3,i,0
CCNC(=O)Cc1c(OC)ccc2cc(Br)ccc12,-1,-2,0,0,-7,1,11,4,i,17
COC(=O)c1ccc(OC)c(CSc2nnc(COc3ccccc3)o2)c1,-4,-3,2,-1,12,12,7,8,i,-41
CCN1CCN(c2ccc(S(=O)(=O)N3CCCCC3)cc2NC(=O)c2cccc(C(F)(F)F)c2)CC1,2,x,x,x,x,-7,17,-2,i,20
Cc1nn(C(C)C)c(C)c1CN1CCN(Cc2ccsc2)C(CCO)C1 (stereo unspecified),-1,2,2,3,-17,-15,1,-3,i,-10
O=C1C(=O)N(CCN2CCOCC2)C(c2ccccn2)/C1=C(/O)c1ccccc1 (stereo unspecified),2,-4,-1,1,-75,-17,6,-6,i,16
O=C(COc1coc(CN2CCc3ccccc3C2)cc1=O)Nc1ccc(F)cc1,2,x,1,x,x,-46,-13,-29,i,10
CCCCn1c(=O)[nH]c(=O)c2c1ncn2Cc1ccco1,1,-6,4,0,-32,18,11,4,i,23
CCC(C)(C)NC(=O)/C=C/c1ccccc1[N+](=O)[O-],2,-2,-6,0,-12,10,-7,-4,i,23
O=C(Nc1ccc(F)cc1)NC1CCCc2ccccc21 (stereo unspecified),0,-1,-1,6,-19,-7,13,-1,i,5
CCn1c(C)cc(/C=C2\NC(=O)N(CC(=O)Nc3cccc(C)c3)C2=O)c1C,3,8,-4,4,3,-3,34,4,i,33
C/C(CC1CC(COCC(C)C)OC1=O)=N\Nc1nc(-c2ccccc2)cs1 (stereo unspecified),-5,-1,x,-2,4,-4,-82,-7,i,18
COC(=O)c1ccc(N2CCN(C)CC2)c(NC(=O)c2ccc(-c3ccc(Cl)cc3)o2)c1,-1,-2,-2,-2,-10,2,-33,1,i,11
Cc1onc(-c2ccccc2)c1C(=O)OCCOc1cccc(Cl)c1,1,9,2,-3,-24,18,-70,6,i,5
Cc1ccccc1N1C(=O)C2ON(c3ccccc3)C(c3ccncc3)C2C1=O (stereo unspecified),-1,-1,-1,-1,-4,24,-1,17,i,0
Cc1cc(C)cc(N=C(NO)c2cccc([N+](=O)[O-])c2)c1,-2,-3,7,0,-6,6,10,9,i,-27
